# Screening results: PubChem BioAssay, NCI
# NCI-60 one-dose screen, 48 h, at 10 µM unless noted. Numbers give growth in % (100 = growth as untreated, 0 = no growth, -100 = all killed).
# A498: A498 renal cancer cells. 76,000 compounds, 5.4% hits
# ACHN: ACHN renal cancer; 81,000 compounds, 4.9% hits
# OVCAR-5: OVCAR-5 ovarian cancer | 82,000 compounds, 2.9% hits
# RXF 393: RXF 393 renal cancer cells; 77,000 compounds, 6.9% hits; AID 1794773
# OVCAR-3: OVCAR-3 ovarian cancer; 79,000 compounds, 7% hits
# IGROV1: IGROV1 ovarian cancer; 79,000 compounds, 4.7% hits; AID 1794786
# SK-OV-3: SK-OV-3 ovarian cancer cells. 80,000 compounds, 3.2% hits. AID 1794785
# OVCAR-8: OVCAR-8 ovarian cancer. 81,000 compounds, 4.4% hits
# OVCAR-4: OVCAR-4 ovarian cancer cells; 80,000 compounds, 3.7% hits
# An asterisk follows results filed as active; x = not tested or not shown; & = joins results of further samples; ! = a repeat was not active. The calls were made as follows: active = growth percent below 10; inactive = the rest.
# Sample of the layout (3 entries):
molecule,A498,ACHN,OVCAR-5,RXF 393,OVCAR-3,IGROV1,SK-OV-3,OVCAR-8,OVCAR-4
O=[N+]([O-])c1ccc(CN2CCN(c3ccccc3)CC2)cc1,110,98,94,95,95,80,116,92,97
CC12CCC3(CCC(=O)OCCNc4ccnc5cc(Cl)ccc45)[C@@](C)(OO[C@]3(C)O1)O2,184,82,102,66,67,85,111,97,77
C[C@]12CC[C@@H]3C4=C(CC[C@H]3[C@@H]1CC[C@@H]2O)CC(=O)CC4,91,104,-63*,100,113,121,114,101,111

# The list itself (from the top)
molecule,A498,ACHN,OVCAR-5,RXF 393,OVCAR-3,IGROV1,SK-OV-3,OVCAR-8,OVCAR-4
O=[N+]([O-])c1ccc(CN2CCN(c3ccccc3)CC2)cc1,110,98,94,95,95,80,116,92,97
CC12CCC3(CCC(=O)OCCNc4ccnc5cc(Cl)ccc45)[C@@](C)(OO[C@]3(C)O1)O2,184,82,102,66,67,85,111,97,77
C[C@]12CC[C@@H]3C4=C(CC[C@H]3[C@@H]1CC[C@@H]2O)CC(=O)CC4,91,104,-63*,100,113,121,114,101,111
COc1ccc(C(=O)N2CCCC2=O)cc1,101,x,x,x,111,107,103,99,110
Nc1cc(Cl)ccc1O,172&117,79&90,125&107,106&102,87&90,96&97,115&115,89&85,78&94
O=C(CI)CI,113,97,103,121,104,114,99,106,102
CC(=O)OC1CCC2C3CCC4=C/C(=N/OC(=O)c5ccc(N(CCCl)CCCl)cc5)CCC4(C)C3CC(C)C12 (stereo not given),63,58,101,68,60,-59*,114,55,72
CCC1CN1P(=O)(Oc1ccc(Cl)cc1)N1CC1CC (stereo not given),93,104,99,105,112,114,111,99,102
Cc1ccc2c(C(C[N+](=O)[O-])c3cccs3)c(-c3ccccc3)[nH]c2c1 (stereo not given),-20*,34,59,14,10,31,23,33,38
ClCCN(CCCl)c1nc(Cl)c(C2CC(c3ccccc3)=NN2c2cc(Cl)cc(Cl)c2)s1 (stereo not given),116,96,102,x,103,101,105,100,97
CCCCCC(=O)P(=O)(OCC)OCC,90,109,108,101,107,98,107,103,120
Clc1ccc(N2CCN(Cc3ccccc3)CC2)cc1,98,108,91,107,100,105,99,104,104
CCOC(=O)C1=C(Nc2ccc(Cl)c(C(F)(F)F)c2)C(=O)OC12C(=O)Nc1ccccc12 (stereo not given),115,97,107,95,91,97,88,95,92
CC[C@H](C)[C@H](NC(=O)c1ccccn1)C(=O)N(C)[C@H](C[C@@H](OC(C)=O)c1nc(C(=O)NC23CC(C(=O)OC)(C2)C3)cs1)C(C)C,84,106,93,100,92,92,112,99,93
O=C(O)C1[O][Sb][O]C1C(=O)O (stereo not given),116,106,120,116,95,82,102,101,99
CCCCCCCCCCC1CCP(=O)(OC)OC(C)=C1C(=O)OC (stereo not given),66,61,78,71,51,x,89,75,61
Nc1c([N+](=O)[O-])cccc1[N+](=O)[O-],90,114,104,108,110,127,113,103,106
O=C(Nc1ccc(Br)cc1)c1cc(Br)cc(Br)c1O,32,-20*,9.6*,-9.8*,33,19,-12*,11,20
C[N+](C)(C)Cc1ccc(Cl)cc1,83,104,99,104,106,99,105,98,116
CNC(Cc1ccc(OC)cc1)c1ccc(OC)cc1 (stereo not given),81,99,92,111,99,89,109,x,109
CCCCCCCOC(C(=O)OCCN(CC)CC)(c1ccccc1)c1ccccc1,82,92,91,92,94,69,104,104,82
C1CCC2CNCCC2C1 (stereo not given),109,103,104,110,102,110,104,107,117
N#CCc1ccc(N)cc1,119,102,110,121,104,105,105,102,107
ClC(CN(Cc1ccccc1)Cc1ccccc1)c1ccccc1 (stereo not given),97,94,98,111,115,97,96,100,106
COc1ccc(Nc2nc(-c3ccc4ccccc4c3)c[se]2)cc1,88,98,103,x,110,81,97,110,93

# 15 entries already listed, ordered by SMILES length, falling:
molecule,A498,ACHN,OVCAR-5,RXF 393,OVCAR-3,IGROV1,SK-OV-3,OVCAR-8,OVCAR-4
CC[C@H](C)[C@H](NC(=O)c1ccccn1)C(=O)N(C)[C@H](C[C@@H](OC(C)=O)c1nc(C(=O)NC23CC(C(=O)OC)(C2)C3)cs1)C(C)C,84,106,93,100,92,92,112,99,93
CCOC(=O)C1=C(Nc2ccc(Cl)c(C(F)(F)F)c2)C(=O)OC12C(=O)Nc1ccccc12 (stereo not given),115,97,107,95,91,97,88,95,92
ClCCN(CCCl)c1nc(Cl)c(C2CC(c3ccccc3)=NN2c2cc(Cl)cc(Cl)c2)s1 (stereo not given),116,96,102,x,103,101,105,100,97
C[C@]12CC[C@@H]3C4=C(CC[C@H]3[C@@H]1CC[C@@H]2O)CC(=O)CC4,91,104,-63*,100,113,121,114,101,111
Cc1ccc2c(C(C[N+](=O)[O-])c3cccs3)c(-c3ccccc3)[nH]c2c1 (stereo not given),-20*,34,59,14,10,31,23,33,38
O=[N+]([O-])c1ccc(CN2CCN(c3ccccc3)CC2)cc1,110,98,94,95,95,80,116,92,97
COc1ccc(Nc2nc(-c3ccc4ccccc4c3)c[se]2)cc1,88,98,103,x,110,81,97,110,93
CCCCCCCCCCC1CCP(=O)(OC)OC(C)=C1C(=O)OC (stereo not given),66,61,78,71,51,x,89,75,61
O=C(Nc1ccc(Br)cc1)c1cc(Br)cc(Br)c1O,32,-20*,9.6*,-9.8*,33,19,-12*,11,20
CCC1CN1P(=O)(Oc1ccc(Cl)cc1)N1CC1CC (stereo not given),93,104,99,105,112,114,111,99,102
CNC(Cc1ccc(OC)cc1)c1ccc(OC)cc1 (stereo not given),81,99,92,111,99,89,109,x,109
C[N+](C)(C)Cc1ccc(Cl)cc1,83,104,99,104,106,99,105,98,116
CCCCCC(=O)P(=O)(OCC)OCC,90,109,108,101,107,98,107,103,120
N#CCc1ccc(N)cc1,119,102,110,121,104,105,105,102,107
C1CCC2CNCCC2C1 (stereo not given),109,103,104,110,102,110,104,107,117

# The list continues:
molecule,A498,ACHN,OVCAR-5,RXF 393,OVCAR-3,IGROV1,SK-OV-3,OVCAR-8,OVCAR-4
Nc1c(Cl)cc([N+](=O)[O-])cc1Cl,92,107,95,111,99,107,109,99,106
C(=N\N1CCCCCC1)/c1c[nH]c2ccccc12,108,96,111,109,97,72,103,96,97
CCOC(=O)Nc1cc(Cl)c([N+](=O)[O-])c(N)n1,137,133,110,102,122,113,115,96,92
Cc1cc(NC(=O)/C=C/c2ccc([N+](=O)[O-])cc2)ccc1S(=O)(=O)F,99,105,113,119,122,101,100,99,103
c1ccc2c(c1)O[As](O[As]1Oc3ccccc3O1)O2,28,59,41,42,14,6.2*,76,23,40
O=NNc1ccc2cccnc2n1,120,105,106,105,114,113,95,101,105
CCCCCCCCCCCCOC(=O)CCN1CC1,92,104,105,120,115,104,108,100,114
C[C@]12CC[C@H]3[C@@H](CC=C4c5nc(-c6ccccc6O)sc5CC[C@@]43C)[C@@H]1CC[C@@H]2O,111,84,84,81,x,92,83,87,90
COc1ccccc1C(O)(C(=O)OCCSC)c1ccccc1OC,108,96,110,103,115,101,96,102,109
CCCCCn1c(C(=O)c2cccc3ccccc23)nc2ccccc21,84,101,108,103,114,84,102,102,85
Nc1c(Cl)cccc1C(=O)O,x,104,103,105,110,105,78,96,103
CC[CH2][Pb]([CH2]CC)([CH2]CC)[O]C(=O)C(F)(F)F,-98*,-100*,-99*,-74*,-95*,-79*,-75*,-69*,-97*
CCn1cc(C(=O)C2C(C)(C)C2(C)C)c2ccccc21,138,107,99,123,100,105,117,99,111
C=C1[C@@H](C)C2[C@H](Cc3ccccc3)NC(=O)[C@]23[C@H](OC(C)=O)/C=C/[C@@](C)(O)C(=O)[C@@H](C)C/C=C/[C@H]3[C@@H]1O (stereo not given in full),-19*,42,96,-1.2*,81,8.5*,15,75,35
COc1cc2c(c(OC)c1OC)-c1ccc(O)c(=O)cc1C(N)CC2 (stereo not given),106,96,86,48,66,62,96,87,86
Cc1ccc(NC2=N[C@]34CC(=O)CC[C@]3(C)[C@H]3CC[C@]5(C)C(=O)CC[C@H]5[C@@H]3C[C@@H]4S2)c(C)c1,67,32,59,29,-6.3*,18,78,32,60
CCOP(=O)(OCC)/C(C#N)=C/c1ccoc1,134,104,91,90,120,96,x,91,101
CN1C2CCC1CC(OC(=O)/C=C\c1ccccc1)C2 (stereo not given),76,90,52,84,99,x,109,92,108
Cc1cccc(N=C2c3cc([N+](=O)[O-])ccc3-c3c2cc([N+](=O)[O-])cc3[N+](=O)[O-])c1,75,59,99,72,50,x,119,64,71
COC(=O)C1CN1/C(C)=N/N=C1\C(=O)Nc2ccc(F)cc21 (stereo not given),80,104,111,128,107,99,108,103,106
O=c1[nH]c(S(=O)(=O)F)nc2nc[nH]c12,96,106,110,125,124,114,102,111,x
ClCCN1CCOCC1,89,100,89,92,110,82,x,101,110
N#C[Se]CCCNS(=O)(=O)C1CC2C=CC1C2 (stereo not given),x,-67*,5.0*,-90*,-64*,-53*,-36*,-27*,10
COc1cc(C2(C#N)CCN(C)CC2)cc(OC)c1OC,88,98,98,114,108,109,105,101,104
O=C1CCCN1CC#CCN1CCCC1,148,102,97,44,109,81,121,96,111
CCC1(C)CC(CCNCc2ccccc2O)(c2ccc(C)cc2)CCO1 (stereo not given),103,102,100,111,105,96,112,103,100
COc1ccc2c(c1)Oc1nc(N)c(C#N)c(N)c1C2c1cc(OC)c(OC)c(OC)c1 (stereo not given),103,89,92,x,121,114,122,101,96
O=P(Oc1ccc(Br)cc1)(N1CC1)N1CC1,89,16,127,115,115,63,93,86,x
O=[N+]([O-])CC(c1ccccc1F)c1c(-c2ccccc2)[nH]c2ccccc12 (stereo not given),84,80,97,90,80,76,72,85,78
CCOC(=O)C1(C)OC1c1ccc(C)cc1 (stereo not given),89,107,116,118,107,108,100,107,105
CCCCNC(C)(C)C(O)c1ccccc1 (stereo not given),96,99,95,99,111,109,89,95,115
COC(=O)[C@@H](C)C[C@H](Cc1ccccc1)NC(=O)c1csc([C@@H](C[C@H](C(C)C)N(C)C(=O)[C@@H](NC(=O)[C@H]2CCCCN2C)C2CCCCC2)OC(C)=O)n1,-10*,11,23,65,-21*,22,-1.9*,15,37
NC(Cc1ccc(O)cc1)C(=O)N/N=C/c1ccc(N(CCCl)CCCl)cc1 (stereo not given),82,75,115,95,101,63,90,81,91
CCOC(=O)CCOc1cccc(N(CCCl)CCCl)c1,90,x,113,104,103,79,99,96,111
CNCCc1cc(OC)c(OC)c(OC)c1,89,x,98,106,116,101,97,101,106
CN(C)P(=O)(OCCOc1ccc(Cl)cc1Cl)N(C)C,113,102,105,99,129,96,100,100,112
O=P(OC1=CCCCC1)(c1ccccc1)c1ccccc1,86&112,95&104,90&111,95&107,109&104,91&117,111&100,104&105,88&106
Cc1cc(C)c(C[N+](C)(C)C)c(C)c1,91,96,97,104,104,96,96,111,99
CNC(Cc1ccc(OC)cc1)c1ccccc1 (stereo not given),78,107,101,108,98,100,108,103,104
C[C@H]1CC[C@H]2NCCN[C@H]2C1,x,108,107,108,104,119,117,120,100
c1csc(CC2=NCCN2)c1,94,107,111,106,107,107,103,99,114
O=C(C(=O)N1CCOCC1)c1cn(Cc2ccc(Cn3cc(C(=O)C(=O)N4CCOCC4)c4ccccc43)cc2)c2ccccc12,72,86,109,79,92,57,99,92,86
O=CN1N=C(c2ccc(Cl)cc2)CC1c1sc(N(CCCl)CCCl)nc1Cl (stereo not given),99,96,89,105,103,84,80,90,99
COc1ccc(/C=C\[N+](=O)[O-])cc1OC,78&93,79&64,79&110,-51*,37&56,-5.8*!,96&106,76&74,81&74
C/C(=N\O)C(=O)c1ccccc1,103,105,100,118,100,119,111,106,107
C=CCOC(=O)CC(C(=O)OCC=C)N1CC1 (stereo not given),73,111,115,121,121,95,108,105,111
CC1=C(CCC=NNC(N)=O)C2=C(C)C3(CC3)[C@@](C)(O)C(=O)C2=C1,-67*,-38*,-36*,-81*,-57*,-34*,-72*,-59*,-38*
O=C(/C=C/c1ccc(F)cc1)c1nc2ccccc2n1Cc1ccc(Br)cc1,59,-74*,-55*,-91*,-74*,-35*,30,-1.7*,19
O=C(c1ccc[nH]1)C(Cl)(Cl)Cl,x,104,108,x,109,93,97,116,103
CCOC(=S)SSC(Cl)(Cl)Cl,104,112,110,96,109,114,109,103,96
NC(Cc1ccccc1Cl)c1nn[nH]n1 (stereo not given),105,102,104,106,104,101,104,106,103
COC(=O)/C(=C\c1ccco1)P(=O)(OC)OC,98,104,102,107,115,100,107,97,96
COc1cc2c(cc1OC)-c1c3c(cc4c1[C@@H](C2)N(C)CC4)OCO3,57,19,43,35,76,x,67,x,44

# A portion of the library; the hit share may differ from the screen's.
